From PubChem
Rev-erbA mod = modulates human Rev-erb alpha binding to DNA; P20393; Rev-erbα–FITC-DNA binding, fluorescence polarization, 90 min; activity, % at 10 µM; actives 0.79% (n = 370,000); AID 1259318;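 active means activity above about 14%, limit read from the data; passing the limit was not always enough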;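 further: 0% = DMSO wells with 35 nM protein and 100% = DMSO wells with 750 nM protein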
Target sequence (P20393 whole entry, looked up): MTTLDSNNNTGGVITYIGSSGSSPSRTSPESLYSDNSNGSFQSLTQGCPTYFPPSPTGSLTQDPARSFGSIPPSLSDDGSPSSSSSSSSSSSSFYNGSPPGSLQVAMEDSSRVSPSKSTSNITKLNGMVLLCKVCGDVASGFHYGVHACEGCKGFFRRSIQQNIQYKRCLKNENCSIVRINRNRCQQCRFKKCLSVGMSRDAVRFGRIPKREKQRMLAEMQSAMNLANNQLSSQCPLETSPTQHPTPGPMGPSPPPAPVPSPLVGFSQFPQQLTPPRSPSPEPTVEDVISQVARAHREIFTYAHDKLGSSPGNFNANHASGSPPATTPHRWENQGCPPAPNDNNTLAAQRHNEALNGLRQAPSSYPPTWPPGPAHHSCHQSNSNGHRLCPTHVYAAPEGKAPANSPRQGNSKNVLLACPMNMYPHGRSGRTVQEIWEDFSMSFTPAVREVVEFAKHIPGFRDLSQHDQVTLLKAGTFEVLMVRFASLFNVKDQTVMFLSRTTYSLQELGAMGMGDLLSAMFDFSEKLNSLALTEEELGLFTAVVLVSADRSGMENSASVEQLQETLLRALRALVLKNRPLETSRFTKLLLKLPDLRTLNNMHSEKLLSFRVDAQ
hgDAF12 agonist = agonists of H. glycines DAF-12 nuclear receptor; HEK293 GAL4-hgDAF12 UAS-luciferase reporter, agonist luminescence; normalized to butyrate control; activation, % at 6.8 µM; actives 1.8% (n = 370,000); AID 687014;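 active means activation above a cutoff set at the mean of all screened compounds plus 3 SD, cut at about 10% in these data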;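 further: 0% = DMSO wells and 100% = sodium butyrate wells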
PLCb3 inh = blocks human PLC-beta3 enzyme activity | Purified PLC-beta3, fluorogenic substrate, fluorescence | inhibition, % at 12.2 µM | Q01970 | actives 0.18% (n = 370,000); in the data active means inhibition above about 11%;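 further: 0% = median of compound wells on plate and 100% = full blocker control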
MBD2 DNA inh = inhibitors of human MBD2 binding to methylated oligonucleotide | Q9UBB5 | TR-FRET | inhibition, % at 4.4 µM | actives 0.31% (n = 370,000) | AID 686964; in the data active means inhibition above about 13%
Target sequence (Q9UBB5 whole entry, looked up): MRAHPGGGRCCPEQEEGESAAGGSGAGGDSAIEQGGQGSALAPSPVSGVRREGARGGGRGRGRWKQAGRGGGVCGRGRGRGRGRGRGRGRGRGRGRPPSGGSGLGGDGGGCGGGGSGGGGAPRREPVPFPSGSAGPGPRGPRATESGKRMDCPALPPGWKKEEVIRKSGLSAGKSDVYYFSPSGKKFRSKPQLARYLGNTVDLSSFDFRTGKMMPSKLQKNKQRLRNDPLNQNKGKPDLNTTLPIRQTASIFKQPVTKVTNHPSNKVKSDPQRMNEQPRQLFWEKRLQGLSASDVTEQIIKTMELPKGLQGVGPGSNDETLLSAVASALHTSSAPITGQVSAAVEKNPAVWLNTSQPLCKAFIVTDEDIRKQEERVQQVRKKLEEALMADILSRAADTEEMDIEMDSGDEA
ADAM17 inh = ADAM17 inhibition, QFRET primary screen | recombinant ADAM17, EDANS/DABCYL FRET peptide cleavage | AID 720648 | inhibition, % at 6.95 µM | actives 0.83% (n = 370,000) | P78536;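 active means inhibition above the mean of compounds lying between control limits plus 3 SD, set per campaign, cut at about 8.5% in these data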;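 further: 0% = DMSO-only wells as the low control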
PLC-gamma1 inh = blocks human PLC-gamma1 enzyme activity; P19174; purified PLC-gamma1, fluorogenic substrate, fluorescence; inhibition, % at 12.2 µM; actives 0.84% (n = 370,000); AID 720700; in the data active means inhibition above about 9.5%
SMARCA2 activ = SMARCA2 function activation, primary screen; activation, % at 9.1 µM; actives 1% (n = 370,000); MG213 cells, MMTV-luciferase reporter, dexamethasone, overnight; in the data active means activation above about 7.8%;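 further: 0% = vehicle wells and 100% = reference activator wells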
DAX1 inh-1 = inhibitors of human orphan nuclear receptor DAX1 (NR0B1); P51843; actives 0.99% (n = 340,000); HEK293 Gal4-DAX1 luciferase reporter, luminescence; inhibition, % at 6.75 µM; AID 504766;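 active means inhibition above the mean over all tested compounds plus 3 SD, cut at about 4.2% in these data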;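 further: 0% = DAX1-transfected cells with DMSO and 100% = empty-vector control cells with DMSO; inhibition shows as a rise in luminescence from relieved DAX1 repression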
ssDAF-12 act = activates DAF-12 receptor from parasite S. stercoralis. HEK293 ssDAF-12/GRIP1 lit1-tk-luc reporter, luminescence; % of 3 µM dafachronic acid response. activation, % at 6.8 µM. actives 1% (n = 370,000). AID 652126;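 active means activation above the mean over all tested compounds plus 3 SD, cut at about 0.9% in these data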;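 further: 0% = DMSO-only wells and 100% = 3 µM delta7-dafachronic acid wells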
DAX1 inh-2 = inhibitors of DAX1 repression of SF-1 activated StAR promoter; actives 1.1% (n = 370,000); inhibition, % at 6.8 µM; HEK293T StAR-luciferase reporter, SF-1/DAX-1 repression relief; AID 652010;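 active means inhibition above the mean over all tested compounds plus 3 SD, cut at about 3.6% in these data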;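 further: 0% = DAX-1 cells with DMSO and 100% = cells lacking DAX-1 with DMSO; higher inhibition means more luminescence from relief of DAX-1 repression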
hcDAF-12 act = activates DAF-12 receptor from parasite H. contortus; HEK293 hcDAF-12 lit1-tk-luc reporter, luminescence; 0% DMSO, 100% Δ7-dafachronic acid; activation, % at 6.8 µM; actives 1.4% (n = 370,000);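 active means activation above the mean of all tested compounds plus 3 SD, cut at about 5.5% in these data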;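 further: 100% = response to 3 µM Δ7-dafachronic acid high control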
The depositor's hits bear a star; i = inactive; x = no result given.

Start of the listing, in advance, three compounds:
SMILES | Rev-erbA mod | hgDAF12 agonist | PLCb3 inh | MBD2 DNA inh | ADAM17 inh | PLC-gamma1 inh | SMARCA2 activ | DAX1 inh-1 | ssDAF-12 act | DAX1 inh-2 | hcDAF-12 act
COc1ccccc1N1CCN(Cc2cccs2)CC1 | 1 | 0.1 | 0 | 1 | -4 | 4 | -3 | -0.5 | -1.9 | -0.9 | 2.2
CS(=O)(=O)Nc1ccccc1NS(C)(=O)=O | 3 | 0.2 | -4 | 1 | 0 | 3 | 3 | x | -1.4 | 0.6 | -2.2
COc1ccc(Sc2cc(C(F)(F)F)nc(-c3ccccn3)n2)cc1 | -3 | 3.1 | -1 | 3 | 1 | 4 | 2 | -1.7 | -1.2 | -0.5 | -1.0

The listing (from the top)
SMILES | Rev-erbA mod | hgDAF12 agonist | PLCb3 inh | MBD2 DNA inh | ADAM17 inh | PLC-gamma1 inh | SMARCA2 activ | DAX1 inh-1 | ssDAF-12 act | DAX1 inh-2 | hcDAF-12 act
COc1ccccc1N1CCN(Cc2cccs2)CC1 | 1 | 0.1 | 0 | 1 | -4 | 4 | -3 | -0.5 | -1.9 | -0.9 | 2.2
CS(=O)(=O)Nc1ccccc1NS(C)(=O)=O | 3 | 0.2 | -4 | 1 | 0 | 3 | 3 | x | -1.4 | 0.6 | -2.2
COc1ccc(Sc2cc(C(F)(F)F)nc(-c3ccccn3)n2)cc1 | -3 | 3.1 | -1 | 3 | 1 | 4 | 2 | -1.7 | -1.2 | -0.5 | -1.0
CCCCOc1ccc(C(=O)NC(=S)Nc2ccc(CN3CCOCC3)cc2)cc1 | -6 | -0.7 | 4 | -4 | 2 | 8 | -2 | -1.4 | -1.2 | 0.9 | -0.3
CC(Sc1nc2ncc(Cl)cc2[nH]1)C(=O)NC1(C#N)CCCCC1 (stereo not given) | -1 | -1.8 | -4 | 2 | -3 | 0 | -1 | -1.6 | -0.8 | -2.1 | -1.8
COC(=O)c1cccc(NS(C)(=O)=O)c1 | 1 | 0.3 | -4 | -4 | -1 | 0 | 3 | 1.8 | -0.9 | -0.1 | 2.5
Nc1cccc(-c2cccc3nncn23)c1 | -7 | 2.6 | -24 | 1 | -4 | -19 | 0 | x | -1.1 | 2.3 | 0.1
Cc1c(C)c2ccc(O)c(CN3CCCC3)c2oc1=O | -5 | -0.5 | i | -6 | i | i | -1 | 1.8 | -1.1 | -0.2 | -1.0
Oc1ccc(C=NNc2ccccn2)c(O)c1 | -6 | -6.2 | -12 | -5 | 0 | -5 | -3 | -4.9 | -0.7 | -5.8 | -1.1
O=C(CSc1nnnn1-c1ccccc1)NCC1(N2CCCCC2)CCCCC1 | -2 | -0.2 | -2 | 4 | -5 | 3 | 1 | 0.1 | -0.9 | 2.8 | -0.4
CC(=O)c1ccc(NC(=O)CN2CCC(NC(=O)c3ccccc3C)CC2)cc1 | 8 | 4.3 | 2 | 1 | 2 | 3 | 1 | 2.9 | -1.3 | 0.0 | 1.5
COc1ccc(/C(O)=C2/C(=O)C(=O)N(CCN3CCOCC3)C2c2ccccn2)cc1OC (stereo not given) | -1 | 4.5 | -15 | 1 | -2 | -10 | 0 | -0.4 | -0.1 | 1.8 | 2.4
COc1ccc([C@@H]2[C@H]3C(=O)N(c4cccc(C(F)(F)F)c4)C(=O)[C@H]3ON2C)cc1 | -1 | -0.8 | 0 | -7 | -9 | -1 | -2 | -0.1 | -1.6 | 1.4 | -0.9
Cc1cc(OC(=O)C(C)(C)C)c([N+](=O)[O-])c(=O)[nH]1 | 4 | -1.3 | 3 | -1 | -1 | 5 | 2 | 0.9 | -1.5 | -0.1 | -1.1
CCN(CC(=O)Nc1ccc2c(c1)OCO2)Cc1nc2ccccc2c(=O)[nH]1 | -8 | -0.9 | -6 | 0 | -4 | -4 | 0 | -0.1 | -1.4 | 0.5 | -1.6
CCCCCNC(=O)C(c1cccc2ccccc12)n1c(=O)c(-c2ccco2)nc2ccccc21 (stereo not given) | -3 | 2.2 | -34 | 0 | -1 | -25 | -7 | x | -0.3 | 0.2 | 3.3
COc1ccccc1N1CCN(C(=O)CCc2ccccc2)CC1 | 3 | 0.5 | -6 | 3 | -6 | -1 | -1 | 0.5 | -0.3 | -1.7 | -1.8
CCN(CC)CCNC(=O)C12CC3CC(CC(C3)C1)C2 | 3 | -1.6 | -1 | -6 | -6 | -3 | -1 | -0.4 | -0.8 | -0.1 | -0.8
CC1(C(=O)NS(=O)(=O)c2ccccc2Cl)CCN1C(=O)Cc1ccccc1 (stereo not given) | -1 | -0.2 | -1 | 1 | -1 | -4 | 3 | x | -1.4 | -0.8 | 1.2
CC(C)(O)C#Cc1ccc(C(=O)NCc2ccccc2F)cc1 | 0 | 2.7 | -1 | 1 | 2 | 3 | -1 | -0.3 | -0.4 | -0.3 | 0.0
COc1ccccc1CNC(=O)C1CC(c2c(Cl)cccc2Cl)=NO1 (stereo not given) | 0 | -0.9 | 5 | -4 | 2 | 5 | -1 | 0.9 | -0.9 | -0.1 | -1.6
CC1(OC(=O)C2CCCC2)C(=O)C=C2C=C(c3ccsc3)OC=C2C1=O (stereo not given) | -3 | -0.6 | -42 | 1 | 0 | -30 | -1 | 0.0 | -1.1 | 1.1 | 4.0
CC(C)c1ccc(NC2CCCN(C(=O)CCN3CCOCC3)C2)cc1 (stereo not given) | 2 | -0.9 | -4 | 2 | 2 | 5 | -4 | 0.7 | -0.7 | 0.2 | -1.0
COc1ccccc1CNC(=O)C1CCCN1S(=O)(=O)c1ccc2c(c1)C(C)(C)C(=O)N2C (stereo not given) | -6 | -3.1 | -2 | 1 | 0 | -2 | -3 | x | -1.1 | -1.0 | -0.9

3 compounds drawn at random from those above, as already listed:
SMILES | Rev-erbA mod | hgDAF12 agonist | PLCb3 inh | MBD2 DNA inh | ADAM17 inh | PLC-gamma1 inh | SMARCA2 activ | DAX1 inh-1 | ssDAF-12 act | DAX1 inh-2 | hcDAF-12 act
CCN(CC(=O)Nc1ccc2c(c1)OCO2)Cc1nc2ccccc2c(=O)[nH]1 | -8 | -0.9 | -6 | 0 | -4 | -4 | 0 | -0.1 | -1.4 | 0.5 | -1.6
COc1ccc([C@@H]2[C@H]3C(=O)N(c4cccc(C(F)(F)F)c4)C(=O)[C@H]3ON2C)cc1 | -1 | -0.8 | 0 | -7 | -9 | -1 | -2 | -0.1 | -1.6 | 1.4 | -0.9
COc1ccccc1N1CCN(C(=O)CCc2ccccc2)CC1 | 3 | 0.5 | -6 | 3 | -6 | -1 | -1 | 0.5 | -0.3 | -1.7 | -1.8

Following part:
SMILES | Rev-erbA mod | hgDAF12 agonist | PLCb3 inh | MBD2 DNA inh | ADAM17 inh | PLC-gamma1 inh | SMARCA2 activ | DAX1 inh-1 | ssDAF-12 act | DAX1 inh-2 | hcDAF-12 act
Cn1c(=S)c2[nH]c(SCCC(C)(C)C)nc2n(C)c1=O | 10 | -1.7 | -4 | -3 | -8 | 0 | 3 | 0.1 | 0.2 | -0.5 | -1.4
Cc1ccccc1-n1c(SCC(=O)N2CCOCC2)nc(O)c(Cc2ccccc2)c1=O | -7 | 0.6 | -10 | 9 | -5 | 3 | 0 | -0.3 | -1.0 | -0.4 | 1.5
O=C(O)c1cccc(C(=O)Cc2ccccc2)c1 | -1 | -2.0 | 3 | -2 | -1 | 2 | -3 | -0.9 | -1.4 | 0.5 | -1.0
CC(C)CN1C(=O)C(=O)N(CC(=O)Nc2cccc(Cl)c2Cl)C1=O | -6 | 1.3 | -5 | 2 | -1 | -1 | -2 | 0.0 | -0.8 | -0.5 | -0.8
Cc1cccc(OCCC(=O)Nc2ccc(Cl)cc2F)c1 | 3 | -0.5 | -2 | -6 | 3 | 2 | 0 | -0.2 | -1.0 | 0.2 | -1.7
COc1ccc(-c2c(-c3ccc(OC)c(F)c3)c3ccccc3n2C)cc1 | 3 | 1.2 | -19 | 4 | -8 | -14 | -1 | 1.6 | -1.1 | 0.1 | -0.5
Cc1ccc(NC(=O)N2CCC(C(=O)NCc3ccc(F)cc3)CC2)cc1 | -4 | -0.2 | 1 | 2 | 0 | 6 | -2 | -1.2 | -1.4 | -0.3 | -0.8
Cn1c(CCN2CCCC2)nc2cc(NS(=O)(=O)c3ccc(F)cc3)ccc21 | -4 | -3.5 | -3 | -1 | -9 | -2 | -7 | -1.6 | -1.1 | 0.1 | 0.8
COc1ccc(NC(=O)COc2ccccc2Cc2ccccc2)cn1 | 6 | -3.4 | -9 | -2 | 2 | 4 | -6 | -0.1 | -1.9 | -1.4 | -3.2
COCC(=O)Nc1cccc2ccccc12 | -3 | 0.8 | 1 | 0 | -7 | 3 | -2 | 0.0 | 0.2 | 1.5 | 0.2
CCCCCNC(=O)c1[nH]c(C(F)(F)F)nc1-c1ccccc1 | -2 | -2.8 | -1 | 0 | -5 | -1 | -6 | x | -1.1 | 0.3 | -0.2
COc1ccccc1-c1nnc(NC(=O)Cc2ccccc2)o1 | 2 | -2.1 | -3 | 3 | -3 | -2 | -1 | 0.6 | -0.8 | 0.0 | 0.2
Cc1cc(=O)oc2cc(NC(=O)Cc3ccccc3[N+](=O)[O-])ccc12 | -5 | 2.4 | -175 | -5 | -289 | -153 | 4 | 0.9 | -0.2 | 0.0 | 1.6
COc1ccccc1NC(=O)c1ccc(NC(=O)COC(=O)C(C)C)cc1 | -1 | 0.0 | -1 | 1 | 0 | -2 | 0 | 0.6 | -1.0 | -2.5 | -0.5
COC(=O)Nc1cc(C(=O)c2ccc(Cl)cc2Cl)c[nH]1 | -6 | -3.0 | -20 | -3 | -5 | -12 | -2 | 1.3 | -1.3 | -0.6 | -2.5
Fc1ccccc1CN1CCN(c2ncccn2)CC1 | 7 | -1.8 | -2 | 0 | 0 | 4 | 0 | 1.9 | -1.1 | 0.1 | -1.8
CC(=O)c1csc(COc2cc(Cl)cc(Cl)c2)n1 | 4 | -0.8 | -5 | 7 | -7 | 6 | -2 | -0.7 | -2.0 | 0.0 | -2.0
COc1ccc(-c2[nH]ncc2CN2CCCC(C(=O)c3cccc(OC)c3)C2)cc1 (stereo not given) | 1 | 1.2 | 1 | -3 | -3 | -2 | -1 | 0.4 | -1.4 | -0.3 | 0.1
COc1ccc(CN2CCC(Oc3ccc(C(=O)N4CCCC4)cc3)CC2)c(F)c1 | -5 | 1.1 | -7 | 3 | -4 | 3 | 0 | -0.2 | -0.2 | 1.6 | -2.0
O=C1c2ccccc2C(=O)N1c1ccc(S(=O)(=O)N2CCCCC2)cc1 | 0 | 1.7 | -7 | 4 | -5 | -2 | -1 | 0.2 | -0.9 | 0.8 | -1.6
CC(C)Oc1ccccc1/C=N/NC(=O)C1CCCC1 | -4 | 2.1 | 1 | 0 | -5 | 1 | 1 | -0.1 | -1.4 | -1.0 | -2.7
CC(C)c1ccc(N2C(=O)C(Cl)=C(N3CCOCC3)C2=O)cc1 | -6 | -1.2 | -3 | 3 | -1 | -2 | -2 | -1.7 | -0.5 | -0.2 | 1.0
O=C(COC(=O)c1ccc(Cl)s1)c1ccc[nH]1 | 1 | 1.3 | 4 | 2 | -3 | 1 | -2 | 0.6 | -1.1 | -1.0 | -1.4
COc1ccc(-c2cc3c(c4c2ccn4C)C2CCC3C2)cc1F (stereo not given) | 8 | -2.3 | -25 | 5 | -8 | -20 | -3 | x | -1.7 | -1.9 | -2.5
Cc1cc(-c2ccc(C)c(S(=O)(=O)N3CC(=O)Nc4ccccc43)c2)on1 | 0 | -0.3 | 1 | 3 | -3 | 2 | -1 | 0.0 | -1.0 | 1.0 | -2.0
